# SR-BI DiI-HDL act – SR-BI HDL lipid transfer activation | CHO ldlA[mSR-BI] cells, DiI-HDL uptake fluorescence, 3 h; 100 = double the neutral-control signal | activation, % at 12.5 µM | 320,000 tested, 0.096% active | AID 504775;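 active = mean replicate activation of at least 60% and every replicate at or above 60%; inconclusive = mean or all-replicate condition met, but not both; inactive = mean below 60% and not all replicates reaching 60%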;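 note: 0% = median plate neutral-control signal and 100% = twice that signal; values of inactives mirror those of a sister screen read the other way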
#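 Material: SR-BI-overexpressing, LDLR-lacking CHO cells; schedule: compound exposure 3 h, 37 °C; reagent: DiI-labelled HDL at 10 µg/mL final; technique: bottom-read fluorescence, 550/595 nm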
# PfHsp90 yeast 2 – inhibits growth of yeast expressing Plasmodium falciparum Hsp90; 310,000 tested, 0.32% active; S. cerevisiae expressing PfHsp90, BacTiter-Glo ATP, 48 h; yeast lacking PDR1 and PDR3 efflux regulators; AID 504621; inhibition, % at 9.4 µM;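 active = every replicate shows inhibition above about 80%, whatever the replicate mean, limit read from the data; inconclusive = mean inhibition reaches the set limit but some replicate falls short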;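 note: 0% = DMSO neutral controls and 100% = 20 µM radicicol positive controls; yeast relying on Plasmodium falciparum Hsp90 in place of its own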
# SR-BI DiI inh – blocks mouse SR-BI lipid uptake from DiI-HDL; ldlA[mSR-BI] CHO cells, DiI-HDL uptake fluorescence, 3 h; inhibition, % at 12.5 µM; 320,000 tested, 0.96% active; AID 488896;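 active = mean replicate inhibition of at least 70% and a set share of replicates each scoring 70 or more; inconclusive = meets just one of the two criteria; inactive = fails both criteria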;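 note: 0% = median of neutral control wells and 100% = median of positive control wells; values of inactives mirror those of a sister screen read the other way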
# Target sequence (Q61009 whole entry, looked up): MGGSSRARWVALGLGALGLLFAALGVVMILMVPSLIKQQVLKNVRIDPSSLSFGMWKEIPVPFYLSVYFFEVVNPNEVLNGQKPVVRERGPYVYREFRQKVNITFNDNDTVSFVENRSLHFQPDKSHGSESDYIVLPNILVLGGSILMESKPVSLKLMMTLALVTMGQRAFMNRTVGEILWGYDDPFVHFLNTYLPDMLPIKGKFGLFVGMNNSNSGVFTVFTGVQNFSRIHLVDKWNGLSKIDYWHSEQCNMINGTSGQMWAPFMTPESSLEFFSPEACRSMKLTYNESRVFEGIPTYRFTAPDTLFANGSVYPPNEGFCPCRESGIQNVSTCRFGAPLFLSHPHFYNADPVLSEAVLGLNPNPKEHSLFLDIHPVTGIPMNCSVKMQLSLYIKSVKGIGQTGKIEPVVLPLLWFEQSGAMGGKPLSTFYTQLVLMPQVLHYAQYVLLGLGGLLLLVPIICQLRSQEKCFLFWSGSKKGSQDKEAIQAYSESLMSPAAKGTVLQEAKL
# NSD2 inh – blocks human histone methyltransferase NSD2. NSD2 peptide methylation, AlphaScreen, 120 min. 310,000 tested, 0.54% active. AID 743445. inhibition, % at 12.5 µM; in the data active = inhibition above about 50%
# MITF act – increases MITF-driven TRPM1 promoter luciferase signal; SK-MEL-5 TRPM1-promoter luciferase, 24 h; % of positive control, neutral wells = 0; activation, % at 12.5 µM; 300,000 tested, 0.75% active; AID 588334;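 active = mean activation of at least 80% with every replicate also reaching 80%; inconclusive = mean reaches 80% but some replicate falls short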;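 note: 0% = neutral control wells and 100% = parthenolide positive control wells; values of inactives mirror those of a sister screen read the other way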
# dFosB act – enhances mouse delta FosB homodimer DNA binding | AID 493131 | P13346 | activation, % at 25 µM | 340,000 tested, 0.99% active | purified delta FosB, TAMRA-CDK5 oligo fluorescence polarization; percent of positive-control signal above neutral wells;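 active = mean activation above about 17%, with every replicate also reaching it, limit read from the data, passing the limit was not always enough; inconclusive = only one of the two conditions met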;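 note: fluorescence polarization rise as delta FosB binds a TAMRA Cdk5 AP-1 oligo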
# Rtt109 HAT inh – C. albicans Rtt109 histone acetyltransferase inhibition. 330,000 tested, 0.16% active. AID 540336. inhibition, % at 34.9 µM. purified Rtt109/Vps75, ThioGlo CoA-SH fluorescence, 4 h. Q5AAJ8;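 active = inhibition of at least 50% in every replicate; inconclusive = best replicate reaches 50% inhibition but some replicates fall short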
# Target sequence (Q5AAJ8 whole entry, looked up): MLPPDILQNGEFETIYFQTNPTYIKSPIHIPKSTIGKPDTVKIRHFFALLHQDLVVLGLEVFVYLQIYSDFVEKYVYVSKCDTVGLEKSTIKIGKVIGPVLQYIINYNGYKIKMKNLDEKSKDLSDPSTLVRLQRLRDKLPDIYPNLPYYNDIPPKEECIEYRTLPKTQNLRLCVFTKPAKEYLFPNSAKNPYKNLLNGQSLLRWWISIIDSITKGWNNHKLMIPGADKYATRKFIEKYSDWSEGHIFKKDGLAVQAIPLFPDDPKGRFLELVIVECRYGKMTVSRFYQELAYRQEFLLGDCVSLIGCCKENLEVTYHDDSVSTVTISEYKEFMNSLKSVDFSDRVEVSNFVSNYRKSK
# PvdQ acylase – blocks Pseudomonas aeruginosa PvdQ acylase activity; AID 488965; 340,000 tested, 0.063% active; inhibition, % at 10 µM; purified PvdQ acylase, fluorescence plate reader; in the data active = inhibition above about 30%, passing the limit was not always enough; inconclusive = no clear call, values can overlap the other calls;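 note: 0% = vehicle neutral wells and 100% = reference inhibitor wells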
# CAL PDZ FP-1 – CAL PDZ (human) peptide binding inhibition; Q9HD26; inhibition, % at 24.9 µM; 300,000 tested, 0.92% active; purified CAL PDZ, TMR-peptide fluorescence polarization, 1 h; AID 602252;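 active = mean inhibition of at least 30% with at least half of replicates also reaching 30%; inconclusive = no clear call, values can overlap the other calls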;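 note: 0% = DMSO neutral control and 100% = excess unlabeled competitor peptide PRC23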
# CAL PDZ FP-2 – inhibitors of human CAL PDZ peptide binding | Q9HD26 | 330,000 tested, 0.02% active | inhibition, % at 20 µM | AID 504414 | purified CAL PDZ, TMR-peptide fluorescence polarization, 1 h;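 active = highest replicate inhibition of at least 40%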;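 note: plate controls were DMSO neutral control wells for no effect and unlabeled competitor peptide control wells for full effect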
#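 material = purified tagged CAL PDZ domain construct (CerCALP) | compound dosing = 20 µM, one dose | times = 1 h at RT | measured by = fluorescence polarization from S- and P-plane intensities, G-factor corrected | read-out = inhibition from polarization loss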
# * hit, by the source's call; ? = inconclusive; · = not tested or not shown. This is a random part of the collection; overall some 4.3% were active at least once.
SMILES,SR-BI DiI-HDL act,PfHsp90 yeast 2,SR-BI DiI inh,NSD2 inh,MITF act,dFosB act,Rtt109 HAT inh,PvdQ acylase,CAL PDZ FP-1,CAL PDZ FP-2
O=S(=O)(Nc1ccc(O)c2ccccc12)c1ccc(F)cc1,-17.7,16.3,17.7,·,-33.1,6.2,?,-6.1,8.9,1.6
C/C(=N\OCC(=O)Nc1ccc(F)c(F)c1F)c1cc2ccccc2o1,13.9,-7.8,-13.9,-2.1,6.8,-5.5,-15.0,-19.1,-2.7,-0.5
Cc1nc(-c2ccc3c(c2)CCC(=O)N3)cs1,-28.0,-15.7,28.0,0.6,21.5,2.5,5.5,-11.5,-11.4,0.4
COc1ccc(Nc2nc(OC)nc(N3CCN(c4ccc(OC)cc4)CC3)n2)cc1,4.6,5.8,-4.6,0.7,3.2,2.4,-7.9,-10.8,-2.2,-1.4
C=C(C)CSc1nnc([C@H](CCSC)NC(=O)OC(C)(C)C)o1,12.3,-2.3,-12.3,-0.3,-2.7,-2.4,2.9,-14.7,0.2,0.1
CCN1C(=O)CC(N2CCN(c3cccc(OC)c3)CC2)C1=O (configuration not stated),16.6,-28.8,-16.6,-4.6,2.7,4.0,7.2,-2.4,8.9,-0.9
COc1ccccc1OCCNc1cc(N2CCOCC2)ccc1[N+](=O)[O-],-62.9,-5.3,62.9,21.6,32.7,-1.8,4.3,-7.1,-4.6,-2.3
Cc1ccc(-n2nnnc2SCC(=O)Nc2c(C)n(C)n(-c3ccccc3)c2=O)cc1,12.9,4.2,-12.9,-2.0,-14.6,-4.2,5.2,-9.6,-1.1,-2.5
Cc1cccc(-n2cc(-c3ccccc3)[nH]c2=S)c1,-1.1,-6.6,1.1,18.4,5.9,-9.4,2.1,-17.6,-1.5,-0.9
O=C(CN1CCN(c2cccc(C(F)(F)F)c2)CC1)N(C1CCCC1)C1CCS(=O)(=O)C1 (configuration not stated),-31.4,7.2,31.4,0.4,·,-3.8,-3.3,-11.3,0.1,-0.8
CC(C)Cc1nc2n[nH]c(N)c2c2c1CCCC2,·,-15.2,·,-1.6,-6.1,-4.2,0.0,-7.7,0.9,0.0
Clc1cccc(Nc2c3c(nc4ncnn24)CCC3)c1,0.1,6.7,-0.1,1.1,-11.4,-4.6,9.1,0.6,·,-2.2
COc1ccc(-c2nc3c(n2O)CCCC3=O)cc1OC,24.1,-0.5,-24.1,-2.3,-5.9,-4.6,-4.3,-11.4,-0.8,-0.3
CC(=O)Nc1ccc(NC(=O)C2CCC(N3C(=O)C4C5C=CC(C6CC56)C4C3=O)CC2)cc1 (configuration not stated),6.4,-17.7,-6.4,37.7,-4.3,-6.9,-2.3,-18.7,-1.5,-2.9
Cc1cc(NC(=O)CCCn2nc([N+](=O)[O-])c(Cl)c2C)no1,·,-11.0,·,-6.0,-9.5,-6.4,51.6*,5.0,·,0.2
N#CCOc1nc(N2CCCC2)nc(N2CCCC2)n1,-9.7,-23.7,9.7,0.3,-8.0,-2.3,-3.6,-3.2,-3.1,-0.5
CCOc1ccc2[nH]c(=O)c(C(c3nnnn3C3CCCCC3)N3CCN(C)CC3)cc2c1 (configuration not stated),13.2,-8.8,-13.2,2.5,·,2.9,-0.6,-2.5,-3.8,-3.0
COC(=O)c1ccc(Cn2c(O)c(N=NC(N)=S)c3ccccc32)o1,·,-11.4,·,-88.9,9.8,-21.4,-18.9,-5.1,·,-0.5
C=CCn1c(SCc2nc3sc(C(=O)O)c(C)c3c(=O)[nH]2)nnc1-c1ccc(F)cc1,-7.9,5.9,7.9,2.3,-18.2,-3.0,-1.9,-3.7,4.0,-0.9
CCN(CC)C(=O)COc1ccc(/C(C)=N/Nc2ncc(Cl)cc2Cl)cc1,-16.1,26.7,16.1,-1.6,-7.0,-13.0,6.0,-10.6,-2.0,-1.5
CC(=O)Nc1ccc(S(=O)(=O)NCc2ccc(C(=O)NCCCN3CCC(C)CC3)cc2)cc1,8.8,0.3,-8.8,-3.6,13.3,-2.4,0.3,-13.8,-2.6,-2.5
CCN(CC)CCN(C(=O)c1ccc(S(=O)(=O)N(CC)c2ccccc2)cc1)c1nc2c(OC)ccc(OC)c2s1,-16.4,-5.7,16.4,2.2,3.4,4.1,1.4,-9.2,-4.0,-1.9
COc1cc(/C=C/C(=O)O)cc(S(=O)(=O)Nc2ccccc2C(=O)NCc2ccco2)c1OC,7.2,·,-7.2,3.2,4.8,-6.5,12.2,2.4,-1.1,0.8
O=C(Cn1nc(CNc2ccc(Cl)cc2)[n+]2c1CCCCC2)c1ccc(Cl)cc1,-1.4,16.5,1.4,5.1,-0.5,-11.4,10.2,-16.7,·,0.2
CCNC(=O)N(C)C[C@H]1N[C@@](CC)(C(=O)OC)[C@H]2C(=O)N(C)C(=O)[C@@H]12,7.4,19.1,-7.4,·,-0.3,2.3,-10.0,-15.9,1.2,-1.4
COc1ccc2c(-c3ccccc3)cc(SCC(=O)NC(N)=O)nc2c1,-7.1,-17.4,7.1,-0.5,6.3,?,-9.2,-5.9,-3.4,-2.3
O=C(Cc1ccc(Cl)cc1)N/N=C/c1cccs1,9.2,-16.4,-9.2,-0.2,-11.5,-3.6,-4.5,-5.4,-2.9,-2.0
Cc1ccc(NC(=O)C(C)OC(=O)c2nc(Cl)ccc2Cl)cc1S(=O)(=O)N1CCOCC1 (configuration not stated),-32.6,·,32.6,25.2,-15.9,-16.5,7.5,-4.8,-2.8,-1.1
O=C(c1cnn(C(=O)c2ccccc2F)c1)c1ccccc1O,29.4,-12.7,-29.4,-3.3,-1.2,-0.4,9.4,-14.5,8.2,-0.6
Cc1cc(=O)[nH]c(SCC(=O)N2CC3(C)CC2CC(C)(C)C3)n1 (configuration not stated),12.8,2.9,-12.8,0.7,-3.3,-5.7,0.9,4.0,-0.3,0.0
Cc1ccc2nc(NC(=O)CCCc3nc4ccccc4s3)sc2c1,4.1,-18.2,-4.1,-0.7,-10.5,-14.5,-15.9,-6.0,-1.7,-0.4
CN1CCc2nc(SC(C(=O)O)c3ccccc3)c(C#N)c(-c3cccs3)c2C1 (configuration not stated),21.8,8.0,-21.8,21.2,-1.8,-16.9,22.6,10.3,-3.8,2.3
CCc1ccccc1NC(=S)N(CCOC)C(C)c1ccco1 (configuration not stated),·,12.4,·,0.5,-3.0,-4.6,-0.6,-10.3,-3.4,-2.2
CCC(C)(C)NC(=O)C(c1cccnc1)N(C(=O)c1csnn1)c1ccccc1 (configuration not stated),14.3,14.7,-14.3,-2.8,5.3,-1.8,-3.8,9.8,1.5,-2.6
O=C(Cc1ccc(Cl)cc1)Nc1ccccc1N1CCN(C(=O)c2ccccc2)CC1,-30.5,25.5,30.5,-2.6,-8.7,-13.5,2.4,-6.4,·,-6.0
O=C(Nc1cc(Sc2nc3ccccc3s2)cc([N+](=O)[O-])c1)c1ccccc1F,-34.0,-21.0,34.0,·,-6.4,4.9,-8.7,-10.8,-5.7,0.2

# Fetched by compound from the list above (3):
SMILES,SR-BI DiI-HDL act,PfHsp90 yeast 2,SR-BI DiI inh,NSD2 inh,MITF act,dFosB act,Rtt109 HAT inh,PvdQ acylase,CAL PDZ FP-1,CAL PDZ FP-2
CC(=O)Nc1ccc(S(=O)(=O)NCc2ccc(C(=O)NCCCN3CCC(C)CC3)cc2)cc1,8.8,0.3,-8.8,-3.6,13.3,-2.4,0.3,-13.8,-2.6,-2.5
C=CCn1c(SCc2nc3sc(C(=O)O)c(C)c3c(=O)[nH]2)nnc1-c1ccc(F)cc1,-7.9,5.9,7.9,2.3,-18.2,-3.0,-1.9,-3.7,4.0,-0.9
CCNC(=O)N(C)C[C@H]1N[C@@](CC)(C(=O)OC)[C@H]2C(=O)N(C)C(=O)[C@@H]12,7.4,19.1,-7.4,·,-0.3,2.3,-10.0,-15.9,1.2,-1.4

# Going on with the list:
SMILES,SR-BI DiI-HDL act,PfHsp90 yeast 2,SR-BI DiI inh,NSD2 inh,MITF act,dFosB act,Rtt109 HAT inh,PvdQ acylase,CAL PDZ FP-1,CAL PDZ FP-2
Cc1ccc(/C=C/C(=O)NCCCN2CCN(CCCNC(=O)/C=C/c3ccc(C)o3)CC2)o1,-4.0,2.4,4.0,-0.4,18.1,-7.6,-3.8,-2.8,-6.5,-1.8
FC(F)(F)c1cccc(Cn2c3[n+](c4ccc(C(F)(F)F)cc42)CCCCC3)c1,15.4,-55.9,-15.4,-3.4,-1.6,0.7,-7.5,-14.6,-2.6,-0.1
COc1ccc(C(=O)C2CN(c3ccccc3)CC2c2ccc(Cl)cc2)cc1 (configuration not stated),-29.5,19.3,29.5,-1.0,·,-5.0,-3.8,2.2,-2.9,-2.0
CCn1c(=O)cc(OCC(=O)Nc2ccccc2N2CCN(C)CC2)c2ccccc21,-53.8,-9.6,53.8,·,·,-11.4,-1.1,-3.4,1.4,-0.8
COCCN1CN(S(=O)(=O)c2ccccc2)c2nc3ccccc3nc21,25.8,21.6,-25.8,-2.0,1.1,3.5,6.9,-0.9,2.3,·
C(#CCN1CCOCC1)CCCN1CCOCC1,16.4,5.1,-16.4,1.5,11.6,-1.7,4.4,-17.3,-3.3,-0.2
O=C(O)CC12CC3CC(C1)CC(n1ncc(NCc4ccccc4Cl)c(Cl)c1=O)(C3)C2,4.2,1.1,-4.2,·,1.7,-3.0,-8.3,-6.1,-3.9,-0.2
COc1ccc(C2C(C(C)=O)=C(O)C(=O)N2Cc2cccnc2)cc1 (configuration not stated),30.0,0.1,-30.0,-3.8,-3.9,3.0,·,-6.2,-1.4,-2.9
COc1ccc([C@@H]2CC=C(C(=O)O)[C@H](c3ccccc3F)N2S(=O)(=O)c2ccccc2C)cc1,5.9,6.4,-5.9,·,14.1,-8.0,-2.0,-10.5,-2.7,0.0
CCn1c(-c2cccn(Cc3ccc(Cl)cc3Cl)c2=O)n[nH]c1=S,-2.1,20.1,2.1,2.3,-8.6,-2.1,-2.1,-8.3,5.2,-0.3
CCC(C)(C)C1CCC(=NNS(=O)(=O)c2ccc(C)c([N+](=O)[O-])c2)CC1 (configuration not stated),28.9,4.1,-28.9,4.7,11.3,-7.6,-3.5,-6.2,-3.2,0.3
COc1ccc(-c2noc(CN(C)Cc3ccccc3)n2)c(OC)c1OC,24.9,11.1,-24.9,-2.0,·,-0.1,0.5,3.7,-2.3,-0.3
N#CCCn1cc(C(=O)Nc2ccccc2Br)c(-c2cccs2)n1,2.7,9.7,-2.7,-2.5,1.7,-8.4,3.2,-10.4,3.5,-0.8
CC(=O)c1cccc(NC(=O)c2sc3nc4n(c(=O)c3c2C)CCCCC4)c1,-22.2,2.6,22.2,-0.1,22.5,-15.4,11.0,-2.9,7.0,-1.0
Cc1ccc(OCC(=O)NS(=O)(=O)c2ccccc2)cc1,10.4,3.4,-10.4,-2.5,9.1,-7.5,-4.8,-13.8,1.3,0.1

# Source: PubChem BioAssay
